Screens deposited in PubChem by several laboratories.
S1P3 ag – S1P3 (human) receptor agonism | activation, % at 4.5 µM | Q99500 | 60,000 tested, 0.1% active | S1P3 NFAT-BLA reporter cells, FRET ratio; relative to 1 µM S1P, basal subtracted;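 active = activation above the screen-wide mean plus 3 SD, cut at about 4.5% in these data, passing the limit was not always enough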; note: some compounds called inactive have numbers as strong as hits
Target sequence (Q99500 whole entry, looked up): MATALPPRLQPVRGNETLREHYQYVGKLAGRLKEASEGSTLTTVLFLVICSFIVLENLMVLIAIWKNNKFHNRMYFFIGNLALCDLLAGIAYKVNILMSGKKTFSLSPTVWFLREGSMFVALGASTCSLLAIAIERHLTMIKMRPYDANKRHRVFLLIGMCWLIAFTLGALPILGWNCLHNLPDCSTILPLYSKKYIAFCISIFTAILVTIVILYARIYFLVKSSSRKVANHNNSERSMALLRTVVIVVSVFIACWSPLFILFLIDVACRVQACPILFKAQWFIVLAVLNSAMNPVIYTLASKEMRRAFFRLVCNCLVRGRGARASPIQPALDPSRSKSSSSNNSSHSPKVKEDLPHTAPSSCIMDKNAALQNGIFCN
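Assay system: CHO cells stably expressing human S1P3, Gα16 and NFAT-β-lactamase reporter. Timing: overnight plating, 4 h compound 37 °C, 2 h substrate RT. Signal: β-lactamase FRET emission ratio 460/535 nm. Measure: percent activation versus median 1 µM S1P response, basal-subtracted, per plate. Repeats: primary screen single test, confirmation screen in triplicate.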
HTR1E antagonist – blocks the human 5-HT1E serotonin receptor | inhibition, % at 6 µM | 65,000 tested, 0.99% active | AID 571 | P28566 | CHO 5-HT1E Ga15 NFAT-bla reporter, FRET, antagonist;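 active = inhibition above a set limit, the mean inhibition across every tested compound plus 3 SD, cut at about 29% in these data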;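 note: signal is the 460 over 535 nm emission ratio of beta-lactamase substrate; 0% = agonist plus DMSO wells and 100% = wells without agonist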
5HT1a antag – 5-HT1a (human) receptor antagonism. P08908. CHO 5-HT1a Ga15 NFAT-bla reporter, antagonist mode. inhibition, % at 10 µM. 62,000 tested, 0.68% active. AID 612;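 active = inhibition above the mean of all tested compounds plus 3 SD, cut at about 43% in these data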;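 note: receptor stimulated by 5-CT agonist at 100 nM near EC80; beta-lactamase reporter measured by ratiometric fluorescence of a cleavable substrate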
SF1 activator – activates the human nuclear receptor SF-1; Q13285; CHO-K1 Gal4-SF-1 LBD luciferase reporter; % increase over DMSO SF-1-specific signal; activation, % at 10 µM; 65,000 tested, 1.9% active; AID 522;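 active = activation above the mean activation of all tested compounds plus 3 SD, cut at about 50% in these data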
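System: CHO-K1 cells with Gal4–hSF-1 LBD chimera plus Gal4-driven luciferase; quantity: 4,000 CHO-K1 cells per well; compound: one dose, 10 µM compound, 1% DMSO; times: 20 h compound treatment, 37 °C; measured by: SteadyLite luciferase luminescence; read-out: percent activation versus DMSO; benchmarks: DMSO and mock-transfected background; replicates: one test per compound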
5HT1E ag – activates the human 5-HT1E serotonin receptor. P28566. activation, % at 6 µM. 65,000 tested, 0.69% active. CHO 5-HT1E Ga15 NFAT-bla reporter, FRET; 0% DMSO wells, 100% control agonist wells;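 active = activation above a set limit, the screen-wide mean activation plus 3 SD, cut at about 8.5% in these data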;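 note: 100% = positive control agonist at 1 µM giving full maximal response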
RORa activator – RORA (human) activation. CHO-K1 Gal4-RORA LBD luciferase reporter, luminescence; percent increase over mock-subtracted basal signal. 65,000 tested, 1.5% active. P35398. activation, % at 10 µM. AID 560;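 active = activation above the mean of all tested compounds plus 3 SD, cut at about 49% in these data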;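 note: 0% = DMSO-treated RORA cells and 100% = added signal equal to DMSO minus mock-transfected cells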
S1P1 ag pot – activates or potentiates agonism at human S1P1 receptor | 56,000 tested, 0.57% active | AID 449 | S1P1 CRE-bla cells, forskolin, beta-lactamase FRET, potentiator mode; S1P1 agonist co-added at EC20, 2 nM; 100% = saturating reference agonist, 0% = basal | P21453 | activation, % at 9.5 µM;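 active = activation above a cutoff set at the mean activation of all tested compounds plus 3 SD, cut at about 54% in these data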;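 note: forskolin at 4 µM as EC80 and the EC20 agonist is SEW2871; 100% = SEW2871 at its EC100 plus forskolin at EC80; some compounds past the cut are filed as inactive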
Target sequence (P21453 whole entry, looked up): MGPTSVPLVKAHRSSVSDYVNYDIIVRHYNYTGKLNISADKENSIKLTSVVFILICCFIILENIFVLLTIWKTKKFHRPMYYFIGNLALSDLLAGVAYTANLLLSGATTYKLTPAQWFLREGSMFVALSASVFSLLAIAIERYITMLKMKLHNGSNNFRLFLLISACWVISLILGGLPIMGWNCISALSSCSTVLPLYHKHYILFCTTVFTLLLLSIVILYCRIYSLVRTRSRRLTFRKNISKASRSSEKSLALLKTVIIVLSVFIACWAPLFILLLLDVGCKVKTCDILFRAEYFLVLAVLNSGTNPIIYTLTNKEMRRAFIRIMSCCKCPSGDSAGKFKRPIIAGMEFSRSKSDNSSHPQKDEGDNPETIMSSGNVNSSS
Ecoli tolC – blocks growth of E. coli BW25113 tolC mutant | growth inhibition, % at 10 µM (by protocol) | AID 573 | OD615 | 65,000 tested, 2.2% active;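 active = growth inhibition at or above a cutoff equal to the mean over every tested compound plus 3 SD, cut at about 60% in these data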;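 note: growth measured after 20 h incubation at 37 °C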
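Test system: E. coli BW25113 ΔtolC::kan bacteria; incubation: 37 °C, 20 h exposure; medium: LB broth supplemented with 50 µg/mL kanamycin; read-out basis: percent growth inhibition; signal: A615 absorbance measurement; compound: 10 µM final, single dose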
AP complement – orthogonal test for alternative complement pathway inhibitors. AID 1235. inhibition, % at 5 µM. 62,000 tested, 0.08% active. Human serum alternative complement pathway, LPS-coated ELISA, C3 deposition; tested in compound mixtures;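 active = inhibition above 30% in each of the two pooled mixtures holding the compound, so the lower value exceeds 30%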;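 note: 0% = serum in Mg-EGTA without compound and 100% = EDTA serum blank; some compounds past the cut are filed as inactive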
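Test system: human serum complement alternative pathway, C3 deposition onto LPS / Medium: Mg2+-EGTA GVB++ buffer containing human serum at 1:15 dilution / Probe or stimulus: Plate-bound LPS / Times: 1 h at 37 °C / Signal: ELISA with HRP anti-human C3 antibody, TMB substrate, absorbance 450 nm / Measure: percent inhibition / Repeats: two pool placements per compound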
* marks the source's active call; other numbers are inactive results; . = no result given.

SMILES	S1P3 ag	HTR1E antagonist	5HT1a antag	SF1 activator	5HT1E ag	RORa activator	S1P1 ag pot	Ecoli tolC	AP complement
CCC(c1nnnn1CCOC)N1CCN(C(=O)c2ccco2)CC1 (centres undefined)	0.1	8	-2	-14	-1.3	2	-8	-26	16
COC(=O)c1cc(-c2c(C)oc3cc(O)ccc3c2=O)c(C)o1	-0.4	1	0	10	0.5	-2	-28	-2	18
CCN1CCCC1CNC(=O)c1c(O)c2c([nH]c1=O)CCCC2 (centres undefined)	0.4	6	-4	-1	-0.8	2	5	-17	-4
CCOc1ncccc1C(=O)OCC(=O)c1ccc[nH]1	0.1	14	-2	8	-0.1	-9	-38	-19	17
c1cncc(-c2nnc3n2CCC3)c1	-0.2	10	-12	-5	-0.1	-11	17	-11	19
Cc1cccc(OCC2=N/C(=C\N(C)C)C(=O)O2)c1	-0.2	-5	-13	12	0.9	29	.	-1	-1
Cc1ccc(S(=O)(=O)CCc2nnc(NC(=O)c3ccccn3)s2)cc1	-0.6	14	-1	1	-0.1	-7	-16	-3	23
CCCCN(C)S(=O)(=O)c1ccc(C(=O)Nc2nnc(CSC)o2)cc1	1.5	-7	-1	-5	-0.4	7	21	98*	-8
Cc1ccc(-n2ncc3c(N4CCCC4)ncnc32)c(C)c1	-3.0	13	.	66*	-0.1	29	-11	-3	.
O=C(O)c1cccc(-n2nnnc2SCc2ccccn2)c1	0.1	-11	-9	7	0.0	10	-17	-12	16

Three structures from above, ordered by molar mass, low to high:
SMILES	S1P3 ag	HTR1E antagonist	5HT1a antag	SF1 activator	5HT1E ag	RORa activator	S1P1 ag pot	Ecoli tolC	AP complement
c1cncc(-c2nnc3n2CCC3)c1	-0.2	10	-12	-5	-0.1	-11	17	-11	19
CCOc1ncccc1C(=O)OCC(=O)c1ccc[nH]1	0.1	14	-2	8	-0.1	-9	-38	-19	17
CCCCN(C)S(=O)(=O)c1ccc(C(=O)Nc2nnc(CSC)o2)cc1	1.5	-7	-1	-5	-0.4	7	21	98*	-8

(next part)
SMILES	S1P3 ag	HTR1E antagonist	5HT1a antag	SF1 activator	5HT1E ag	RORa activator	S1P1 ag pot	Ecoli tolC	AP complement
COc1ccc(-c2nnc(SCC(=O)NC(=O)NCc3ccco3)o2)cc1	.	-2	0	3	1.3	-12	.	-4	10
Cc1ccc2c(c1)C(c1ccccc1)N(C(=O)c1ccc(Br)o1)CC(=O)N2 (centres undefined)	-1.8	1	0	-27	0.3	2	-33	18	-7
CN(C(=O)c1ccncc1)C1CC(C)(C)N(O)C(C)(C)C1	-0.1	-8	-13	-9	-0.3	-19	-21	-17	-7
COCCNC(=O)NC1(C(F)(F)F)Oc2ccc(Cl)cc2O1 (centres undefined)	.	-5	11	16	1.6	18	.	-8	2
CCOc1c(Br)cc(C(N)=O)cc1OC	.	-12	-9	0	1.1	-6	.	7	19
CC(=O)OC(C(=O)n1nc(C)cc1C)c1ccccc1 (centres undefined)	-0.6	-5	12	-14	0.3	-24	.	13	8
O=C(c1cccs1)N(C(=O)c1cccs1)c1ccccn1	-0.8	2	6	33	-0.8	31	-13	-5	2
COc1cc2c(cc1OC)CN(C(=O)c1ccccc1C(=O)O)CC2	-0.6	-10	9	-8	-0.4	-4	8	-26	23
Cc1cccc(NC(=O)c2sc3nc(-c4ccccc4)cn3c2C)n1	0.1	9	8	11	-0.6	32	-22	1	.
CCCOc1ccc(C2(C(=O)O)CCCC2)cc1	-0.7	8	7	12	0.2	-4	.	-3	-3
O=C(NCCCN1CCOCC1)c1cc(-c2cccs2)on1	-2.0	-6	4	32	-0.7	42	-62	-13	-9
CCN(CC)CCNC(=O)C1CCC(=O)N1CCc1ccccc1 (centres undefined)	-0.4	-10	-7	0	-0.8	2	-5	-11	12
CCOC(=O)N1CCN(C(=O)c2n[nH]c(=O)c3ccccc23)CC1	-0.9	7	2	9	-0.1	-22	1	-2	-12
CCCN(C#N)c1nc(NCC)nc(NC(C)C)n1	-0.2	29*	8	9	0.8	43	-26	5	-29
N#CC1=C(N)Oc2n[nH]c(-c3cccs3)c2C1c1ccsc1 (centres undefined)	-0.5	-5	11	-8	-0.5	-2	-7	98*	12
COc1c(N2CCNC(C)C2)c(F)cc2c(=O)c(C(=O)O)cn(C3CC3)c12 (centres undefined)	0.2	14	1	-15	-1.0	20	5	97*	-5
CNC(=O)C1=NCCCc2cc(OC)c(OC)cc21	-1.2	-2	7	-10	-0.3	7	2	-12	0
COc1cccc(N(C(=O)c2cccs2)c2nc3ccccc3s2)c1	0.4	5	18	25	1.7	29	37	-15	1
O=C(CCCN1C(=O)c2ccccc2C1=O)Oc1ccc(F)cc1	-1.2	8	10	15	-3.4	-9	17	1	8
COc1ccc(N2C(=O)C3CCCN3C2c2cccc(OC)c2)cc1 (centres undefined)	-0.5	3	6	0	-0.7	-3	5	16	3
COc1ccc(-c2nnc3ccc(SCC(=O)NCc4ccco4)nn23)cc1	-1.0	12	7	-7	0.7	-13	9	-5	16
CCOC(=O)Cc1csc(NC(=O)CN2C(=O)c3ccccc3S2(=O)=O)n1	.	-2	2	-8	-0.6	4	.	-11	5
CCCCOC(=O)c1ccc(NC(=O)c2cnccn2)cc1	-1.3	-1	-18	19	0.0	-4	10	5	17
O=C(Nc1ccc(Cl)cn1)Nc1cccs1	-0.7	1	9	48	-0.5	43	-12	6	15
O=C1CC(c2ccncc2)c2cc3c(cc2N1)OCCO3 (centres undefined)	0.2	2	-11	4	0.2	-1	-6	-12	1
NCCCCCc1nnc(SCc2ccccc2Cl)o1	-0.7	-6	4	-46	-0.1	-57	-5	-10	16
CCc1ccc(NC(=O)CS(=O)CC(=O)Nc2ccc(F)cc2F)cc1 (centres undefined)	-1.2	2	5	-5	0.0	4	15	.	-5
CCCSc1nnc2n(Cc3ccccc3)c(=O)c3c4c(sc3n12)CCC4	-1.1	-14	.	-25	-0.4	-12	32	7	.
CC(C)(Oc1ccc(Cl)cc1)C(=O)N1CCN(c2ccccn2)CC1	-0.7	-2	20	1	-0.8	-5	.	47	5
Cc1ccc(C(=O)OC2CCOC2=O)cc1NC(=O)c1ccco1 (centres undefined)	-0.2	-5	10	2	0.2	-14	-12	-13	12
CCCC(=O)c1cc(F)c(N2CCN(C(=O)OCC)CC2)cc1C	-1.6	2	1	-22	0.5	-16	2	18	11
O=S(=O)(c1ccccc1)N1CCN(C2CCN(Cc3ccccc3)CC2)CC1	-0.9	8	8	-6	-0.6	-16	.	-14	7
COC(=O)CC[C@@H](C(=O)O)N1C(=O)c2ccccc2C1=O	0.5	-12	-4	35	-0.6	-3	-12	-19	12
CCOc1ccccc1OC(=O)c1ccco1	-1.5	-4	-5	0	-1.1	-10	0	-8	15
Cc1ccc2nc(-c3cccc(S(=O)(=O)N(C)C)c3)cn2c1	-0.4	-1	-6	52*	-0.5	56*	-13	6	16
Cn1c(=O)n(-c2ccccc2)c(=O)c2c3c(sc21)COC(C)(C)C3	0.1	-17	-16	-15	0.9	1	-16	.	5
O=C(NCC(=O)N(c1ccccc1)C(C(=O)NCC1CCCO1)c1ccccc1)c1ccco1 (centres undefined)	-0.7	1	8	7	-0.4	-16	6	2	7
Cc1ccc(S(=O)(=O)CC2CSc3nnc(C)c(=O)n32)cc1 (centres undefined)	-1.1	-9	-2	-10	0.7	2	-17	-35	1
CCNc1nc(NC(C)C)nc(OCCNS(=O)(=O)c2cc(C)ccc2C)n1	-0.3	9	-5	4	2.2	20	-32	25	32*
Cc1ccc(C)c(N2CC(=O)N(c3cc(C)ccc3C)CC2=O)c1	-1.2	-3	-18	-8	-0.2	-10	6	-3	-1
CN1C(=S)SC(/[N+]([O-])=C/c2cccnc2)C1(C)C (centres undefined)	-0.4	2	-2	-4	1.6	-12	-24	-21	26
O=C(CN1CCN(Cc2ccccc2Cl)C1=O)NC1CCCCCCC1	.	-12	4	3	0.4	-11	.	16	9
CCCn1c(=O)c2ccccc2n2c(SCC(=O)c3ccccc3)nnc12	-0.6	-1	15	-6	1.0	4	2	5	3
CC(C)C(NC(=O)OCc1ccccc1)C(=O)OCC(=O)NCc1ccco1 (centres undefined)	-0.7	-8	-6	4	-0.4	-6	2	0	-4
CC(C)CCSc1nc2c(c(=O)[nH]c(=O)n2C)n1CCc1ccccc1	-0.6	6	-8	-16	0.7	2	-13	4	.
CC(C)(NCc1ccccc1Cl)C(=O)O	-0.4	6	-4	4	-1.3	-1	-7	-25	19
CC(C)(C)NC(=O)Cn1c(SCC(=O)NCc2cccs2)nc2ccccc21	0.7	0	-9	5	0.3	3	-12	-8	30
CCOc1ccc2nc(NC(=O)Nc3cccs3)sc2c1	0.0	15	28	31	1.4	8	23	43	13
O=C(NCCCn1ccnc1)c1csc2ccccc12	-0.5	-5	1	-15	0.1	-4	-14	-7	8
CCOC(=O)C1=C2SCCN2C(=O)C(C#N)C1(C)C (centres undefined)	.	-8	-5	4	1.4	14	.	-7	15

Additional records follow.
SMILES	S1P3 ag	HTR1E antagonist	5HT1a antag	SF1 activator	5HT1E ag	RORa activator	S1P1 ag pot	Ecoli tolC	AP complement
Clc1ccc(Cl)c(-c2nn3c(COc4ccccc4)nnc3s2)c1	-1.2	6	3	-25	-0.1	-8	.	96*	0
O=C(NCc1ccc(N2CCCC2=O)cc1)NC1CCCCC1	-0.1	-4	-8	4	-0.2	3	-23	-4	13
O=C(Nc1cnn(Cc2ccc(Cl)cc2)c1)c1cnccn1	-0.2	-4	2	21	0.1	-17	16	-2	3
COc1ccc(-c2nnc(SCC(=O)N(Cc3ccccc3)C(C)(C)C)o2)cc1OC	-0.6	-1	-7	22	0.0	-11	8	26	16
COC(=O)Nc1ccc(S(=O)(=O)N2CCCCCC2)cc1	-0.9	5	5	3	-1.0	-3	-19	11	4
O=C(O)C1C2C=CC(C2)C1C(=O)N1CCOCC1 (centres undefined)	-0.1	10	-3	-9	-0.8	-8	-6	-23	8
CCN(CCNC(=O)Cn1c(=O)sc2ccccc21)c1ccccc1	-1.4	-4	0	-4	1.4	2	15	6	1
Cc1ccc(NC(=O)CN2C(=O)NC(Cc3ccccc3)C2=O)cc1 (centres undefined)	.	10	-14	-4	-1.2	16	.	0	-3
O=C(NC1CCCCCC1)c1cc(S(=O)(=O)N2CCC3(CC2)OCCO3)ccc1F	1.0	-12	6	-3	0.1	-11	-12	6	-16
CC(=NCCCn1ccnc1)C1=C(O)c2ccccc2C1=O	-1.1	-1	-10	0	1.4	-1	-3	0	-14
